Source: PubChem BioAssay (several laboratories)
PP5 primary – blocks human protein phosphatase 5 activity. P53041. purified PP5c, OMFP substrate fluorescence. inhibition, % at 6.7 µM. 320,000 tested, 0.18% active;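 active = inhibition above the campaign's mean inhibition across all tested compounds plus 3 SD, cut at about 9.5% in these data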;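 note: 0% = DMSO only and 100% = 100 µM cantharidin control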
Target sequence (P53041 whole entry, looked up): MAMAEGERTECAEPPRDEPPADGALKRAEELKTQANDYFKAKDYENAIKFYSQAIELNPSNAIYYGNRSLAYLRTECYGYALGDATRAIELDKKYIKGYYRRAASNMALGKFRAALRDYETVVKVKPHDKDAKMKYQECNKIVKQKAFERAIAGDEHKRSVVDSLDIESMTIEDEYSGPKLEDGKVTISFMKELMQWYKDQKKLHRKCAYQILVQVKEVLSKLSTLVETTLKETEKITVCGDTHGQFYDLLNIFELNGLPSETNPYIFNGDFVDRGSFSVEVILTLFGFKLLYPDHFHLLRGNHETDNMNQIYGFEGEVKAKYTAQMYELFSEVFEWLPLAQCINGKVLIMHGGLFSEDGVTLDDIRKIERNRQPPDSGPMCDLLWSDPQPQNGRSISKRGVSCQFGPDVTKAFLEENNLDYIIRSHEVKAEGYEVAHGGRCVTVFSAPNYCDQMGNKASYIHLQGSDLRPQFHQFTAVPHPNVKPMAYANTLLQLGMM
TPT1 inh – C. albicans TPT1 enzyme inhibition. recombinant caTPT1, FP RNA substrate dephosphorylation. inhibition, % at 5 µM. 300,000 tested, 0.81% active;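 active = inhibition above the mean of all tested compounds plus 3 SD, set per screening campaign, cut at about 24% in these data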;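 note: plate controls were DMSO alone for no effect and ferristatin control at 100 nM for full effect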
PP1 inh – blocks human PP1-alpha phosphatase, a PP5 counter-screen. P62136. purified PP1alpha, OMFP fluorescence. inhibition, % at 6.7 µM. 320,000 tested, 0.9% active. AID 2235;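 active = inhibition above the mean inhibition of all tested compounds plus 3 SD, computed separately for each screening campaign, cut at about 15% in these data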
core dimer inh – blocks dimerization of HCV core protein; inhibition, % at 5 µM; TR-FRET GST/Flag-core106 dimerization, 1536-well; 300,000 tested, 0.33% active; AID 1899;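 active = inhibition above the mean of all tested compounds plus 3 SD, set per screening campaign, cut at about 45% in these data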
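System: GST/Flag-tagged HCV core106 proteins. Incubation: compound-protein-antibody incubation 4 h at 22.5 °C. Technique: HTRF with 340 nm excitation, 617/671 nm emission. Medium: KF-containing HEPES buffer, pH 7.45, DTT, CHAPS, BSA. Read-out: inhibition (%) from 671 over 617 nm ratio. Also added: Eu(K)-anti-GST 90 ng/mL plus XL665-anti-Flag 1 µg/mL.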
EBNA-1 inhibitor – blocks EBNA-1 binding to DNA; EBNA-1 DNA binding, fluorescence polarization; 300,000 tested, 0.34% active; inhibition, % at 14.8 µM; in the data active = inhibition above about 28%
ZTA DNA inh – counter-screen for EBNA-1 inhibitors: inhibitors of Epstein-Barr virus ZTA; P03206; inhibition, % at 11 µM; 320,000 tested, 0.15% active; AID 2234; ZTA-DNA binding, fluorescence polarization; in the data active = inhibition above about 33%
Target sequence (P03206 whole entry, looked up): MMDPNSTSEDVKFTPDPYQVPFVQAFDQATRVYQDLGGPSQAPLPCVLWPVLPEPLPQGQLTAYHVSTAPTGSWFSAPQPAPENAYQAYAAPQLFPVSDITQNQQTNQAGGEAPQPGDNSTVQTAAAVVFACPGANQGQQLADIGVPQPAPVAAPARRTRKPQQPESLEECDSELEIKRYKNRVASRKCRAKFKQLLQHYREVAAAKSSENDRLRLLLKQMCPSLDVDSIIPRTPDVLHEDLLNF
Efflux pump mplx – inhibitors of Candida antifungal efflux pumps expressed in yeast | S. cerevisiae Candida pump triplex, Nile Red efflux | inhibition, % at 10 µM | 330,000 tested, 0.44% active | AID 485275;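 active = plate passing quality check with inhibition over a set limit, or well fluorescence over plate mean plus 4 SD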;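 note: Nile Red retained in pooled yeast measured as flow cytometry median fluorescence; 0% = buffer negative control and 100% = Enniatin B positive control; higher means more Nile Red kept so more efflux inhibition; some compounds called inactive have numbers as strong as hits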
PREPL inh – human PREPL enzyme inhibition; recombinant PREPL, fluorescence polarization activity-based probe; inhibition, % at 5.96 µM; Q4J6C6; AID 2751; 320,000 tested, 0.68% active; in the data active = inhibition above about 43%;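 note: 0% = enzyme with DMSO and 100% = wells lacking enzyme; many of its hits are not listed in these tables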
CTSL1 counter – counter-screen for PFM18AAP inhibitors: inhibitors of F. hepatica cathepsin L1; recombinant F. hepatica cathepsin L1, Z-Leu-Arg-MCA fluorescence; inhibition, % at 5.96 µM; 300,000 tested, 0.49% active; AID 1906;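 active = inhibition above the mean of all tested compounds plus 3 SD, set per screening campaign, cut at about 17% in these data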;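 note: 0% = plate median of test compound wells and 100% = 1 µM Z-Phe-Ala-diazomethylketone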
* hit, by the source's call; / = no result given. The list is partial (hit frequency here may not be typical).

SMILES | PP5 primary | TPT1 inh | PP1 inh | core dimer inh | EBNA-1 inhibitor | ZTA DNA inh | Efflux pump mplx | PREPL inh | CTSL1 counter
CCc1cccc(CC)c1-n1c(SCC(=O)N2CCc3ccccc3C2)nnc1-c1cccnc1 | 5.2 | 17 | 8 | 12 | 0 | 0 | 1.4 | 21 | -8
CC(C)c1ccc(/C=C(\NC(=O)c2ccccc2)C(=O)NCCCn2ccnc2)cc1 | -0.1 | 2 | -8 | 11 | 1 | 7 | -0.4 | 2 | -4
CCCC[C@@H]1C[C@H]1[C@@H](NC(=O)c1cccs1)c1ccc(Cl)cc1 | 1.9 | 0 | 2 | 2 | 4 | 2 | -0.1 | -7 | 1
Cc1ccc(NC(=O)CC2S/C(=N/c3nccs3)N(C)C2=O)cc1C (stereo not given) | 3.1 | 2 | 2 | -2 | 2 | -10 | 0.1 | -8 | 41*
O=C(Nc1c(Cl)ccc2nsnc12)c1cccnc1 | 0.7 | -3 | 3 | 9 | 6 | 2 | 0.1 | 3 | 0
CC(=O)N1CCN(c2ccc(NC(=S)NC(=O)COc3ccc(C(C)(C)C)cc3)cc2)CC1 | 0.2 | -2 | 0 | 16 | -4 | 9 | -0.8 | 36 | 6
COc1ccc(C2C(C#N)=C(N)OC3=C2C(=O)CCC3)c(OC)c1OC (stereo not given) | -3.1 | 0 | -2 | -3 | 6 | -12 | -0.2 | 10 | -1
CCCN(CCC)CCCNC(=O)C1CCC(CNS(=O)(=O)c2cccc3nsnc23)CC1 (stereo not given) | 0.3 | 2 | -4 | -8 | 0 | -6 | -0.1 | 4 | -1
Cc1nc(-c2ccc(Cl)cc2)sc1C1(C)CC(c2ccccc2F)=NO1 (stereo not given) | -0.1 | 1 | -3 | -9 | -1 | 1 | 0.2 | -7 | -2
COCCNC(=S)N(CCc1c(C)[nH]c2ccccc12)Cc1cccnc1 | -1.5 | -2 | -3 | 8 | 15 | 0 | -0.3 | 4 | 1
CN(Cc1cccs1)C(=O)Cc1c[nH]c2ccccc12 | -0.6 | 0 | -2 | 7 | 19 | 22 | 0.1 | 1 | 4
COc1ccccc1S(=O)(=O)Cc1ccc(C(=O)N2CCN(c3ccccn3)CC2)o1 | 0.9 | 1 | -3 | 2 | 1 | 4 | 0.0 | 4 | -3
CCc1cc(=O)oc2c3c(cc(OCC(=O)N[C@H](C(=O)O)[C@H](C)CC)c12)OC(C)(C)CC3 | -0.1 | -2 | -3 | 2 | 3 | -5 | 0.0 | 6 | 3
Cc1ccc(S(=O)(=O)N2CCC(=O)CC2)cc1 | -8.1 | -3 | -6 | -10 | -2 | -2 | -0.1 | 15 | 9
CC(C)(C)c1ccc(C(=O)c2c[nH]c(C(=O)NCCCn3ccnc3)c2)cc1 | 0.1 | -3 | 3 | 5 | 5 | 17 | 0.1 | 5 | 3
N#Cc1ccc(C(=O)OCCCc2cc3ccccc3c(=O)o2)cc1 | 1.8 | / | -6 | / | / | 3 | -0.1 | 1 | /
CCN(C(=O)COC(=O)CCc1ccccc1OC)c1c(N)n(Cc2ccccc2)c(=O)[nH]c1=O | 0.4 | 1 | -5 | -1 | 4 | 7 | -0.2 | 0 | -4
O=S(=O)(Nc1nc2ccccc2nc1N1CCN(c2ccccc2)CC1)c1ccc(F)cc1 | 2.7 | -2 | 2 | 17 | 10 | 1 | -0.4 | 6 | 3
Cc1cccc2cc(C(c3nnnn3Cc3ccccc3)N3CCN(C)CC3)c(=O)[nH]c12 (stereo not given) | 1.4 | -5 | 2 | 4 | -8 | -29 | -0.2 | 12 | 3
O=C(C1=C[C@H](c2ccc(Br)cc2)C[C@H](OCCCCO)O1)N1CCN(Cc2ccc3c(c2)OCO3)CC1 | 2.3 | -2 | -1 | 9 | -3 | 16 | 0.0 | 34 | 5
CCc1cccc(CC)c1-n1c(SCC(=O)c2c(N)n(C)c(=O)n(C)c2=O)nnc1-c1cccnc1 | 0.3 | -1 | -1 | -5 | 6 | -1 | -0.4 | 4 | -2
Cc1ccc(NC(=O)c2ccc(NCCCN3CCC(C)CC3)c([N+](=O)[O-])c2)cc1F | 0.9 | 2 | 0 | -3 | -6 | -7 | -0.1 | -10 | -3
O=C(NCC(c1ccco1)N1CCN(c2ccccc2F)CC1)c1cccs1 (stereo not given) | 0.0 | -4 | -7 | 3 | -2 | -19 | 0.1 | -11 | -5
CSC1=C(C#N)C(c2ccc(C)cc2)C2=C(CCCC2=O)N1 (stereo not given) | -0.6 | -1 | -5 | -3 | 6 | -14 | -0.1 | 4 | -6
O=C(Oc1ccccc1C(=S)N1CCCCC1)c1cc([N+](=O)[O-])cc([N+](=O)[O-])c1 | -2.5 | -1 | -4 | 6 | -1 | 10 | -0.1 | -6 | 0

In another format: entries from further up
Sequence of screens: PP5 primary	TPT1 inh	PP1 inh	core dimer inh	EBNA-1 inhibitor	ZTA DNA inh	Efflux pump mplx	PREPL inh	CTSL1 counter
- Cc1nc(-c2ccc(Cl)cc2)sc1C1(C)CC(c2ccccc2F)=NO1 (stereo not given)
 : -0.1	1	-3	-9	-1	1	0.2	-7	-2
- COCCNC(=S)N(CCc1c(C)[nH]c2ccccc12)Cc1cccnc1
 : -1.5	-2	-3	8	15	0	-0.3	4	1
- CN(Cc1cccs1)C(=O)Cc1c[nH]c2ccccc12
 : -0.6	0	-2	7	19	22	0.1	1	4
- COc1ccccc1S(=O)(=O)Cc1ccc(C(=O)N2CCN(c3ccccn3)CC2)o1
 : 0.9	1	-3	2	1	4	0.0	4	-3
- CCc1cc(=O)oc2c3c(cc(OCC(=O)N[C@H](C(=O)O)[C@H](C)CC)c12)OC(C)(C)CC3
 : -0.1	-2	-3	2	3	-5	0.0	6	3
- Cc1ccc(S(=O)(=O)N2CCC(=O)CC2)cc1
 : -8.1	-3	-6	-10	-2	-2	-0.1	15	9
- CC(C)(C)c1ccc(C(=O)c2c[nH]c(C(=O)NCCCn3ccnc3)c2)cc1
 : 0.1	-3	3	5	5	17	0.1	5	3
- N#Cc1ccc(C(=O)OCCCc2cc3ccccc3c(=O)o2)cc1
 : 1.8	/	-6	/	/	3	-0.1	1	/
- CCN(C(=O)COC(=O)CCc1ccccc1OC)c1c(N)n(Cc2ccccc2)c(=O)[nH]c1=O
 : 0.4	1	-5	-1	4	7	-0.2	0	-4

The listing continues:
SMILES | PP5 primary | TPT1 inh | PP1 inh | core dimer inh | EBNA-1 inhibitor | ZTA DNA inh | Efflux pump mplx | PREPL inh | CTSL1 counter
CC1(c2ccc(OC(F)F)cc2)NC(=O)N(CC(=O)Nc2ccccc2)C1=O (stereo not given) | 1.9 | 1 | 1 | -4 | -4 | 7 | 0.1 | 5 | 0
Cc1ccc(CNC(=O)CCSCc2ccc(C)cc2)cc1 | 0.5 | 2 | -3 | 5 | 10 | -1 | 0.0 | -20 | -3
Cc1nnc2ccc(-c3ccc(NC(=O)c4cccnc4Cl)cc3)nn12 | 1.3 | 1 | -3 | 8 | -1 | 6 | 0.0 | 6 | -1
CCOc1ccc(OCCSc2nc(C)cc(=O)[nH]2)cc1 | 1.1 | -4 | -5 | 1 | 6 | 9 | 0.0 | 0 | -4
CC(C)n1nc(C(=O)Nc2ccc3c(c2)OCO3)c2ccccc2c1=O | -0.3 | / | 8 | / | / | 11 | -0.3 | 2 | /
CC1=NOC(=O)/C1=C\c1ccc(-c2cc(Cl)ccc2Cl)o1 | -1.2 | -1 | -1 | 6 | -1 | 8 | -0.1 | 1 | 3
O=c1cc(CSc2nc(NCc3ccccc3)c3ccccc3n2)nc2ccc(Cl)cn12 | -1.8 | 7 | -3 | 1 | -8 | -5 | 0.3 | 13 | -4
CS(=O)(=O)c1ccc2nc(NC(=O)CCS(=O)(=O)c3ccccc3)sc2c1 | -2.1 | -2 | 4 | -2 | 6 | 11 | 0.0 | 1 | -4
CC(C)CNC(=S)NC1CC2CCC(C1)N2Cc1ccccc1 (stereo not given) | 3.1 | 0 | -7 | -2 | -1 | -20 | 0.0 | 18 | 0
COc1ccc(-c2cc(C)nc(SCC(=O)c3cccc([N+](=O)[O-])c3)n2)cc1 | 3.2 | 0 | 6 | 5 | 12 | -4 | 0.9 | 10 | -3
COc1cc(/C=C2\NC(=S)NC2=O)ccc1OCc1cccc(C(=O)O)c1 | 1.9 | -2 | 1 | -1 | -6 | 6 | 0.1 | 10 | 2
CNC(=O)CSc1nnc(-c2ccco2)n1-c1ccc(C)cc1 | 1.2 | -8 | 5 | -2 | 3 | 14 | 0.2 | -5 | -3
CC(C)CC(NC(=O)C1CCC(C)CC1)C(=O)NCc1cccnc1 (stereo not given) | 2.9 | -3 | -6 | 4 | -13 | -12 | -0.2 | 16 | 11
CC(=O)/C(=N\Nc1cccc(Cl)c1)Sc1cccc2cccnc12 | 0.2 | -1 | 0 | 4 | 1 | 0 | 0.6 | -3 | 0
Cc1cccc(C(=O)NNC(=O)c2ccc(NS(=O)(=O)c3cccs3)cc2)c1C | 2.3 | / | 2 | / | / | -15 | -0.2 | 7 | /
N=c1oc2ccc(Br)cc2cc1C(=O)NCc1ccc(F)cc1 | 1.6 | 1 | -2 | 7 | -7 | -5 | 0.2 | 9 | 8
CC(=O)/C(N=Nc1ccc2c(c1)OCO2)=C(\C)O | 0.5 | 1 | 0 | 3 | 11 | 9 | -0.1 | -13 | -1
O=C(NCC(c1cccs1)N1CCOCC1)c1cccnc1 (stereo not given) | 1.0 | -2 | 3 | -3 | -7 | 2 | 0.0 | 0 | -1
Cc1ccccc1CNC(=O)CCn1nc(C)c2c(C)n(-c3ccccc3)nc2c1=O | -1.0 | -1 | -4 | 8 | 9 | 2 | 0.0 | 2 | 2
Cc1ccc(C)c2sc(NC(=O)c3ccc(N4C(=O)CCC4=O)cc3)nc12 | 0.4 | 1 | 2 | -94 | -3 | -5 | -0.1 | -6 | 1
CCCC(=O)NC(=S)NNC(=O)c1ccc([N+](=O)[O-])cc1 | 3.0 | 2 | 2 | -2 | 5 | 15 | 0.1 | 8 | -1
Cc1ccc(C)c(NS(=O)(=O)c2ccc(-c3ccc(=O)[nH]n3)o2)c1 | 0.2 | 1 | -3 | -1 | -2 | -4 | 0.0 | 3 | 2
C/C(=N\NC(=S)NC(C)C)c1ccccc1OC(F)F | -0.5 | 6 | -6 | 0 | -8 | 3 | 0.0 | -3 | -1
COC(=O)c1c(C)[nH]c(C(=O)CSc2ncnc3sc(-c4ccccc4)cc23)c1C | 2.1 | -1 | -2 | 0 | 0 | 2 | 0.6 | -11 | -1
COc1ccc(O)c(-c2[nH]ncc2C(=O)c2ccccc2C)c1 | -0.4 | -1 | -1 | -7 | 4 | -4 | -0.1 | 0 | -2
COc1ccc(NC(=O)C2CCCO2)c(OC)c1 (stereo not given) | 2.1 | -1 | 4 | -3 | 1 | 9 | -0.1 | -2 | -1
Cc1ccc(-n2nc(C)c3c(C)c(CCC(=O)NCC4CCCO4)c(=O)n(C)c32)cc1 (stereo not given) | 2.6 | -3 | -2 | -2 | -5 | -9 | 0.1 | 9 | -1
CCOC(=O)c1ccc(S(=O)(=O)N2CCC(N3CCCCC3)CC2)cc1 | 2.0 | 0 | -3 | 1 | 6 | 6 | 0.1 | -9 | 1
